AmpC inh no detg – qHTS Inhibitors of AmpC Beta-Lactamase (assay without detergent). actives 0.52% (n = 330,000). Potency, µM (top dose mostly 57.1 µM), for inactives: at the top dose activity change, negative = inhibition, most hits filed as inhibitors. AID 485341, 2010. P00811. AmpC nitrocefin hydrolysis, absorbance 480 nm, 0.0001% Triton;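 further: potency means the concentration at half of the fitted maximal effect; plate controls were no compound for no effect and no enzyme for full effect; nearly all actives have a fitted effect of over 20% in size; some results filed as inactive show a strong effect at the top dose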
Target sequence (P00811 whole entry, looked up): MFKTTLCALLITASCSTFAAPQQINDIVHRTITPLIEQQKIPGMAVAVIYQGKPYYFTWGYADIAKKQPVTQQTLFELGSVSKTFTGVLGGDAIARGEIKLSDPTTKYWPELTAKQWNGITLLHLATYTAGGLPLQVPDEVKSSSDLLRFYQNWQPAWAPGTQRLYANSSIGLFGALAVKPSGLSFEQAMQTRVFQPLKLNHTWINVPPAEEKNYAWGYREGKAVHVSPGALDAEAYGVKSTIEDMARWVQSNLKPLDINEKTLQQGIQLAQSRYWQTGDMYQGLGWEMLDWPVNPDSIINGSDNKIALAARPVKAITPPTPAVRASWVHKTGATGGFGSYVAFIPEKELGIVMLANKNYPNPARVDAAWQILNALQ
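20 mM phosphate pH 7.0 + 0.01% (detergent screen) or 0.0001% Triton X-100; 5.3 nM AmpC reagent; cpd preinc 15 min RT; nitrocefin (800 uM stock) to start; A480 q20 s × 4 min; Activity was normalised to no-enzyme and no-compound control wells.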
Cycloheximide cs – Cycloheximide Counterscreen for Small Molecule Inhibitors of Shiga Toxin | cell reporter, cycloheximide protein synthesis inhibition counterscreen | max response, % | actives 12% (n = 300,000) | AID 2314, 2010; in the data active means max response mostly above about 13%, no sharp cut-off; inactive means mostly below about 14%; further: read at 38.3 µM for the half of the compounds with a filed dose; 0% is about no effect
Shiga toxin inh – A qHTS for Small Molecule Inhibitors of Shiga Toxin. actives 9.2% (n = 290,000). inhibition, % at 38.7 µM. AID 2315, 2010. Vero cells, Shiga toxin protein synthesis inhibition reporter; in the data active means inhibition mostly above about 28%, no sharp cut-off; inactive means mostly below about 43%; further: 0% is about no effect
AmpC inh detg – qHTS Inhibitors of AmpC Beta-Lactamase (assay with detergent); actives 0.041% (n = 370,000); AID 485294, 2010; Potency, µM (doses to about 114 µM), inactives show top-dose activity change, negative = inhibition, actives largely listed as inhibitors; AmpC hydrolysis of nitrocefin, absorbance 480 nm, 0.01% Triton; P00811;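 further: potency means the concentration at half of the fitted maximal effect; 0% = no-compound wells and -100% = no-enzyme wells; nearly all actives have a fitted effect of over 25% in size; some results filed as inactive show a strong effect at the top dose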
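20 mM phosphate pH 7.0 + 0.01% (detergent screen) or 0.0001% Triton X-100; 5.3 nM AmpC reagent; cpd preinc 15 min RT; nitrocefin (800 uM stock) to start; A480 q20 s × 4 min; Activity was normalised to no-enzyme and no-compound control wells.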
FBPA Giardia inh – qHTS Assay for Inhibitors of Fructose-1,6-bisphosphate Aldolase from Giardia Lamblia; A8B2U2; purified Giardia FBPA; Potency, µM (titrated, usually from 59.6 µM), inactives show top-dose activity, negative = inhibition, actives largely listed as inhibitors; actives 0.71% (n = 290,000); further: potency means the concentration at half of the fitted maximal effect; on the % scale 0 is the no-effect control and ±100 the full control effect; nearly all actives have a fitted effect of over 55% in size
Target sequence (A8B2U2 whole entry, looked up): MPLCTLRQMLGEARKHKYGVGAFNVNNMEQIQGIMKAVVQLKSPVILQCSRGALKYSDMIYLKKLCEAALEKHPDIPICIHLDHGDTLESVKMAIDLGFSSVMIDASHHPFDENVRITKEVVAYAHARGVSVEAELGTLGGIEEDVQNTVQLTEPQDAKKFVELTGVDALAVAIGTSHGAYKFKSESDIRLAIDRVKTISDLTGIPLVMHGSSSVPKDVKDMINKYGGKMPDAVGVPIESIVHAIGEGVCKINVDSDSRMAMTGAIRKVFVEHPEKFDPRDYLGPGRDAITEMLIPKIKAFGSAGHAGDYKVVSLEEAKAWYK
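Giardia FBPA (40 nM reagent) was preincubated 10 min at RT with compound (up to 57.5 uM final), then substrate plus GAPDH/TPI/NAD/arsenate coupling system with diaphorase/resazurin was added; resorufin fluorescence (525/598 nm) was read after 20 min.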
HCMV antiviral – qHTS Assay for inhibitors of the human cytomegalovirus (HCMV); HFF cells, HCMV-luciferase reporter, 72 h; active compounds read low; activity change, negative = inhibition, % at 57.5 µM; actives 4.5% (n = 410,000); AID 1259415, 2018; in the data active means activity change below about -60%; inconclusive means no clear call, values can overlap the other calls; inactive means above about -39%; further: on the % scale 0 is the no-effect control and ±100 the full control effect
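Compounds were evaluated in HFFs infected with an HCMV luciferase reporter virus (MOI 1 PFU/cell). Luciferase in lysates collected 72 h post infection served as the replication measure.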
AMA1-RON2 inh – qHTS for Inhibitors of AMA1-RON; Towards Development of Antimalarial Drug Lead: Primary Screen. Plasmodium falciparum AMA1 (3D7) - RON2 peptide interaction. AlphaScreen AMA1-biotinylated RON2 peptide binding. Potency, µM (titrated, usually from 58.2 µM), for inactives: top-dose activity change, negative = inhibition, hits mostly inhibitors. actives 0.2% (n = 360,000);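 further: potency means the concentration at half of the fitted maximal effect; 0% = vehicle wells and -100% = peptide control; nearly all actives have a fitted effect of over 45% in size; some results filed as inactive show a strong effect at the top dose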
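AMA1 (3D7) with his tag at 25 nM final met compounds first, then biotinylated RON2 peptide at 25 nM; detection used donor plus acceptor beads, 10 µg/mL apiece, read by AlphaScreen after 30 min at room temperature.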
The depositor's hits bear a star; u = inconclusive; x = no result given; + = active, no number; & = joins results of further samples; [ ] = remark or other dose. Unless noted, the call rests on the fitted dose curve; in most records, active means well fitted curve in the direction sought with a large enough effect; inconclusive means small, poorly fitted or top-dose-only effect, or another doubt; inactive means no such curve, though single readings can be large; an effect the other way counts as inactive or inconclusive.

SMILES,AmpC inh no detg,Cycloheximide cs,Shiga toxin inh,AmpC inh detg,FBPA Giardia inh,HCMV antiviral,AMA1-RON2 inh
COc1ccccc1CCNC(=O)c1cc(COc2cccc(C(F)(F)F)c2)on1,0%,-1,14,0%,x,+,11%
CCN(CC)CC(O)Cn1c2ccccc2c2ccccc21 (stereo unspecified),-14%,8,-33,-2%,-2%,u,1%
CC[C@H](C)[C@H](NC(=O)[C@@H](N)CCC(=O)O)C(=O)N[C@@H](CC(C)C)C(=O)N[C@@H](CC(=O)O)C(=O)N[C@H](C(=O)N1CCC[C@H]1C(=O)N[C@@H](CO)C(=O)N[C@H](C(=O)O)[C@@H](C)O)C(C)C,x,1,-4,x,2%,x,x
O=c1o[nH]c(-c2ccccc2)c1C1=NCCCCC1,-8%,-5,23,u,10%,-23,-8%
Cn1cc(P(=S)(N2CCOCC2)N2CCOCC2)cc1P(=O)(N1CCOCC1)N1CCOCC1,-2%,-2,-1,7%,u,16,-1%
COCc1cc(C)nc2sc3c(=O)n(Cc4ccco4)nnc3c12,-2%,-5,22,u,6%,-20,8%
COc1ccc(NC(=O)/C(C#N)=C\C=C\c2ccco2)cc1,-10%,4,-4,-2%,-18%,u,-18%
CC1CCCC(NC(=O)CCNS(=O)(=O)c2ccc(Br)cc2)C1C (stereo unspecified),-14%,-7,-11,-7%,4%,-9,8%
O=C(NC(=S)NCC1COc2ccccc2O1)c1ccccc1 (stereo unspecified),-25%,7,11,4%,0%,u,0%
COc1cc(O)c2c(=O)c(O)c(-c3ccc(O)c(O)c3)oc2c1,x,-4,-4,x,-6%&-14%,x,x
Cc1nc(-n2[nH]c3c(c2=O)CCCC3)[nH]c(=O)c1Cc1ccccc1,-15%,2,7,-2%,-1%,-103*,11%
COc1ccccc1OCc1cc(C(=O)NCc2ccc(N3CCCC3=O)cc2)no1,38%,42*,18,-9%,10%,-28,0%
CCCCNCCOCCOc1ccc(C)cc1Br,2%,-4,-10,-10%,-16%,u,23%
CCOC(=O)c1[nH]c(C)c(/C(O)=C2\C(=O)C(=O)N(CCN(C)C)C2c2cccc(OC)c2OC)c1C (stereo unspecified),2%,6,-13,-13%,-7%,9,7%
CC(C)c1ccc(NC2CCCN(C(=O)c3n[nH]c4c3CCC4)C2)cc1 (stereo unspecified),49%,12,9,-8%,18%,-23,25%
c1cncc(-c2nnc(C3CCCCC3)o2)c1,-16%,-2,5,u,4%,-21,-1%
Cc1ccc(Nc2cc(C)nc3ncnn23)cc1,3%,3,3,-2%,-22%,35,13%
Cc1nc(CSc2nnc3scc(-c4ccc(Cl)cc4)n23)cs1,-23%,-3,47,11%,-1%,u,-5%
O=C(CCN1c2ccccc2Sc2ccccc21)OCc1nnc(-c2ccccc2)o1,-35%,-4,-1,-15%,-1%,21,83%[activator]
CC1CC(C)CN(C2CCN(Cc3cccnc3)CC2)C1 (stereo unspecified),-19%,-3,-15,-2%,u,-21,x

A stretch from further up:
SMILES,AmpC inh no detg,Cycloheximide cs,Shiga toxin inh,AmpC inh detg,FBPA Giardia inh,HCMV antiviral,AMA1-RON2 inh
COc1ccccc1CCNC(=O)c1cc(COc2cccc(C(F)(F)F)c2)on1,0%,-1,14,0%,x,+,11%
CCN(CC)CC(O)Cn1c2ccccc2c2ccccc21 (stereo unspecified),-14%,8,-33,-2%,-2%,u,1%
CC[C@H](C)[C@H](NC(=O)[C@@H](N)CCC(=O)O)C(=O)N[C@@H](CC(C)C)C(=O)N[C@@H](CC(=O)O)C(=O)N[C@H](C(=O)N1CCC[C@H]1C(=O)N[C@@H](CO)C(=O)N[C@H](C(=O)O)[C@@H](C)O)C(C)C,x,1,-4,x,2%,x,x
O=c1o[nH]c(-c2ccccc2)c1C1=NCCCCC1,-8%,-5,23,u,10%,-23,-8%

(listing goes on)
SMILES,AmpC inh no detg,Cycloheximide cs,Shiga toxin inh,AmpC inh detg,FBPA Giardia inh,HCMV antiviral,AMA1-RON2 inh
O=C(NCCCN1CCOCC1)c1ccc(NS(=O)(=O)c2cccc([N+](=O)[O-])c2)cc1,-15%,2,-11,1%,2%,1,7%
O=C(Cn1c(=O)n(CCCCC(=O)NC2CCCC2)c(=O)c2ccccc21)NCCC1=CCCCC1,-11%,2,-7,1%,4%,-4,0%
CCOCCc1nnc(NC(=O)CS(=O)(=O)c2ccc(C)cc2)s1,-22%,-3,-11,-7%,-9%,21,-5%
CCC(CC)c1nnc(NC(=O)c2c(C)nn(Cc3ccccc3Cl)c2C)s1,79%[activator],10,12,-4%,11%,-38,0%
CN(CC(=O)N1CCN(Cc2ccccc2)CC1)S(=O)(=O)c1ccc(Br)cc1,176%[activator],8,-15,-5%,22%,u,-27%
Cc1cc(C)cc(CC2CC(=O)N(c3ccc4c(c3)OCCO4)C2=O)c1 (stereo unspecified),-4%,8,21,-6%,-8%,-9,-2%
O=C1/C(=C/c2ccncc2)CCc2ccccc21,-12%,34*,56*,4%,0%,u,1%
CCOC(=O)C1CCCN(CCc2ccccc2)C1 (stereo unspecified),-25%,-4,-10,u,u,25,-29%
Cc1ccccc1S(=O)(=O)Cc1ccc(C(=O)N2CCN(C3CCCCC3)CC2)o1,33%,-4,-6,3%,-4%,21,-2%
CC1CCCCN1c1cc(C#N)c(C#N)cc1[N+](=O)[O-] (stereo unspecified),-18%,-5,-5,2%,0%,-34,-10%
O=C1CC(c2ccc(Cl)cc2)SC(N(c2ccccc2)c2ccccc2)=N1 (stereo unspecified),-1%,-2,8,-14%,14%,-5,-7%
Cc1ccc(N2C(=O)c3cccc4c(Oc5ccccc5[N+](=O)[O-])ccc(c34)C2=O)c(C)c1,-23%,-2,-7,-7%,0%,-32,-29%
O=[N+]([O-])c1ccccc1N/N=C/c1ccc2c(c1)OCO2,-11%,40*,68*,1%,3%,69,-17%
N/C(=N\N=C\c1ccc([N+](=O)[O-])cc1)c1nonc1N,-6%,51*,91*,-3%,4%,58,-4%
Cc1cc(C)nc(NC(=O)c2cc([N+](=O)[O-])cc([N+](=O)[O-])c2)n1,1%,-4,-10,u,-8%,4,-6%
CC[C@H](C)[C@H](NC(=O)[C@H](Cc1cnc[nH]1)NC(=O)[C@@H](N)CCC(=O)O)C(=O)N1CCC[C@H]1C(=O)N[C@@H](C)C(=O)O,x,-3,-1,x,-4%,x,x
Cc1cc(C)c2c(=O)n(CC(=O)NCCCN3CCOCC3)sc2n1,14µM*,5,-5,45µM*,-19%,x,18%
O=C(Nc1cccc(Cl)c1)OCc1cnc(Cl)s1,-27%,14*,31,0%,-6%,-19,14%
CS(=O)(=O)N(CC(=O)N1CCCCCC1)c1ccc(Cl)cc1,-1%,-5,-8,u,-6%,-11,-6%
CC1CCN(c2ccc(NC(=S)NC(=O)c3ccco3)cc2)CC1,-20%,19*,72*,-4%,-9%,u,-17%

More structures:
SMILES,AmpC inh no detg,Cycloheximide cs,Shiga toxin inh,AmpC inh detg,FBPA Giardia inh,HCMV antiviral,AMA1-RON2 inh
Cc1cc(NC(=O)c2ccc3c(c2)OCO3)ccc1NC(=O)c1ccco1,-30%,14*,48,-12%,-20%,u,u
CCCC(C)NC(=O)C1CCN(C(=O)C2CC(=O)N(c3ccc(C)cc3)C2)CC1 (stereo unspecified),6%,-5,9,3%,x,-18,-1%
COC(=O)CSc1nc2sc3c(c2c(=O)[nH]1)CCC3,-30%,1,19,0%,-13%,u,1%
Cc1cc(=O)oc2cc(OCC(=O)c3ccccc3)ccc12,-27%,17*,20,-14%,5%,-16,15%
COc1ccc(OC)c(C(=O)COC(=O)C2CC3CCCC(C2)C3=O)c1 (stereo unspecified),56%,-1,-25,1%,-8%,-15,1%
CC(C)(C)c1ccc(C(=O)NNc2ncccc2-n2cccc2)cc1,-26%,8,14,-1%,-14%,-60*,43%[activator]
O=S(=O)(Nc1ccccc1Cl)c1ccc2[nH]c(=S)oc2c1,-35%,-3,-12,-5%,x,u,55%[activator]
N=C(N)N1Cc2ccccc2C(O)C1 (stereo unspecified),x,0,-9,x,3%,x,x
COC(=O)c1ccccc1NC(=O)Cn1c(CCC(=O)O)ccc1-c1cccs1,-13%,10,-18,-1%&1%,10%,16&29,15%
CN(C)S(=O)(=O)c1cccc(NC(=S)N/N=C/c2cc(Br)ccc2O)c1,u,14,28,-1%,18%,-98*,1%
COc1ccc(CCNC(=O)c2ccc(Cl)cc2Cl)cc1,-13%,8,22,4%,3%,26,23%
Cn1c(=O)cc(OCCCC(=O)NC2CCCC2)c2ccccc21,-19%,13,10,-14%,-2%,148,-14%
Cc1cccc(C(=O)Nc2cc(Cl)ccc2-n2cncn2)c1[N+](=O)[O-],-17%,x,x,-17%,x,-3,3%
O=C(CSCc1ccc(Cl)cc1)NCC1CCCO1 (stereo unspecified),-11%,-2,32,-1%,1%,-7,0%
COc1cc(/C=N/NC(=O)c2cc(C)oc2C)ccc1O,-27%,9,28,0%,0%,-9,17%
CCOc1ccc(-n2c(C)c(C(C)=O)c3cc(OCC(N)=O)ccc32)cc1,90%[activator],-2,-11,1%,-7%,-3,5%
Cc1cc2ncc(C(=O)N=CN(C)C)cn2n1,-10%,10,10,1%,1%,-30,-8%
O=C(NC1CCCc2ccccc21)c1cc(Cl)ccn1 (stereo unspecified),-33%,-2,-3,-7%,-1%,u,-18%

Record cards, from the list above. Screens in order: AmpC inh no detg | Cycloheximide cs | Shiga toxin inh | AmpC inh detg | FBPA Giardia inh | HCMV antiviral | AMA1-RON2 inh
Results for CCCC(C)NC(=O)C1CCN(C(=O)C2CC(=O)N(c3ccc(C)cc3)C2)CC1 (stereo unspecified) → 6% | -5 | 9 | 3% | x | -18 | -1%
Results for COC(=O)CSc1nc2sc3c(c2c(=O)[nH]1)CCC3 → -30% | 1 | 19 | 0% | -13% | u | 1%

Exported as labelled records: 2 of the compounds above.
Cc1cc(C)c2c(=O)n(CC(=O)NCCCN3CCOCC3)sc2n1
  AmpC inh no detg: 14µM*
  Cycloheximide cs: 5
  Shiga toxin inh: -5
  AmpC inh detg: 45µM*
  FBPA Giardia inh: -19%
  HCMV antiviral: x
  AMA1-RON2 inh: 18%

COCc1cc(C)nc2sc3c(=O)n(Cc4ccco4)nnc3c12
  AmpC inh no detg: -2%
  Cycloheximide cs: -5
  Shiga toxin inh: 22
  AmpC inh detg: u
  FBPA Giardia inh: 6%
  HCMV antiviral: -20
  AMA1-RON2 inh: 8%

Compound activity from PubChem BioAssay.

The order is random; about 16% have a hit in one of these screens.
